TRPML3 ag = agonists of human TRPML3 channel. Q8TDD5. HEK293 TRPML3-YFP, Fluo-8 calcium fluorescence; 100% = the carbachol control signal. activation, % at 3 µM. actives 0.29% (n = 220,000). AID 1448;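 active means activation above its plate's cutoff, the mean activation of the plate's test wells plus 3 SD, cut at about 12% in these data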;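 further: 0% = DMSO only wells and 100% = carbachol wells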
Target sequence (Q8TDD5 whole entry, looked up): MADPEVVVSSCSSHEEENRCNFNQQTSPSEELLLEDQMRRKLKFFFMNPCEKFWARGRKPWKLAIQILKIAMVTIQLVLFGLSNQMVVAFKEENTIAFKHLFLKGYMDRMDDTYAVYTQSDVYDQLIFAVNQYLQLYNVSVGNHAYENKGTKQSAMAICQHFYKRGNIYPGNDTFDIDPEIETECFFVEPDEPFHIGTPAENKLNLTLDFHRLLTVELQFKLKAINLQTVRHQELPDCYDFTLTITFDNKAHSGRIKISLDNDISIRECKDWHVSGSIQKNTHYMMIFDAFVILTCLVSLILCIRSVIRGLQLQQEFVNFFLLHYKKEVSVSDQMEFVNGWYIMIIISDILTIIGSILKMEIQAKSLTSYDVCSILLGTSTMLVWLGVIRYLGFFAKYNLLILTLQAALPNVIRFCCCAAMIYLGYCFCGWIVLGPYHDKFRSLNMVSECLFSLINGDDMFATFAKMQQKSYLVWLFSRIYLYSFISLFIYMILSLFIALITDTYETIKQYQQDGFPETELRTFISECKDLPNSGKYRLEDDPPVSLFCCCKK
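Material: TRPML3-YFP stable HEK293 cells | Dosing: One concentration, 3 µM nominal, 0.3% DMSO | Timing: 125 s total fluorescence read per well | Technique: Fluo-8 calcium dye fluorescence, ex 470-495, em 515-575 nm | Measure: Percent activation from peak-to-basal fluorescence ratio, scaled between DMSO and carbachol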
m-calpain inh = calpain II (pig) inhibition; purified calpain II, fluorogenic peptide substrate, 30 min; actives 0.37% (n = 220,000); inhibition, % at 16 µM;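 active means inhibition above about 50%, limit read from the data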
PPC-1+TRAIL kill = PPC-1 cancer cell killing with TRAIL present; PPC-1 cells + TRAIL, ATPLite viability luminescence; cell killing (% activity), % at 4 µM; actives 0.41% (n = 220,000);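 active means cell killing above 50% in the first pass at 4 µM, then a duplicate retest at 5 µM averaging 50% or more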;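 further: plate controls were cells with TRAIL plus DMSO for no effect and medium-only wells lacking cells for full effect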
TRPN1 ag = zebrafish TRPN1 (NompC) channel agonism; HEK293 zebrafish TRPN1-YFP, Fluo-8 calcium fluorescence; 100% = response to 87 µM carbachol; activation, % at 3 µM; actives 0.18% (n = 220,000); AID 1424;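 active means activation above its plate's cutoff, the mean activation of test wells on that plate plus 3 SD, cut at about 19% in these data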;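 further: 0% = DMSO alone and 100% = 87 µM carbachol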
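System: zebrafish TRPN1-YFP in HEK293 cells / Dosing: 3 µM single point / Timing: dye loading 1 h at 37 °C, then 30 min room temperature / Signal: Fluo-8 calcium fluorescence, excitation 470-495 nm, emission 515-575 nm / Read-out basis: percent activation from peak over basal fluorescence ratio, control-normalized / Control set: high carbachol 87 µM, low DMSO alone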
Tb hexokinase = T. brucei hexokinase 1 inhibition; recombinant TbHK1, G6PDH-coupled NADH A340; inhibition, % at 10 µM; actives 0.11% (n = 220,000); AID 1430;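 active means inhibition of 50% or more in the single-dose primary screen; inactive means inhibition below 50%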
Thrombin inh = inhibitors of human thrombin; alpha-thrombin, Boc-VPR-AMC fluorogenic substrate cleavage; inhibition, % at 5 µM; actives 0.26% (n = 220,000); AID 1046;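 active means inhibition at or above 40%; inactive means inhibition below 40%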;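 further: 0% = enzyme with no compound and 100% = wells without enzyme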
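System: human alpha-thrombin protein; Compound dosing: one concentration per compound, 5 µM, with 0.2% DMSO; Timing: reaction at room temperature; Technique: AMC fluorescence, 355/460 nm; Controls: enzyme without compound as high, wells lacking enzyme as low.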
EBV gp42 block = EBV gp42 inhibition; inhibition, % (tested at 21.74 µM); Fluorescence polarization binding assay, mP read-out; Q1HVG2; AID 1085; actives 0.42% (n = 220,000); in the data active means inhibition above about 50%
Target sequence (Q1HVG2 whole entry, looked up): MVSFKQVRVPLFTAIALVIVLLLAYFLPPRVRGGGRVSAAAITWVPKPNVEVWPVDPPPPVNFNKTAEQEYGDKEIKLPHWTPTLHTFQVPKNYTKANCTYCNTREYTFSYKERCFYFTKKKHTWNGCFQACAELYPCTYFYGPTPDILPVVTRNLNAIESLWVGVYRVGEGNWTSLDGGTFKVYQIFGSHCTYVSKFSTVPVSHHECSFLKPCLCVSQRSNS
KCC2 mod = modulators of human KCC2 chloride dependent transport; B-score of Tl+ flux slope (higher = more flux/activation; lower = inhibition) at 10 µM; Q9H2X9; actives 2.2% (n = 190,000); KCC2 cells, thallium flux FluoZin-2 fluorescence;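 active means thallium flux slope and its plate-corrected score both differing from the plate sample mean at a set confidence after two filtering rounds, in either direction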;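 further: slope of fluorescence scaled to starting intensity during 10 to 20 s after thallium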
Furin inhibitor = blocks human furin protease activity; inhibition, % at 30 µM; P09958; actives 0.061% (n = 220,000); purified furin, fluorogenic substrate cleavage; in the data active means inhibition above about 25%; further: inactives centre near -15
The depositor's hits bear a star; nt = no result given; [ ] = another dose, or the depositor's remark. Compounds as they come. About 3.6% of those tested had a hit in this group.

SMILES	TRPML3 ag	m-calpain inh	PPC-1+TRAIL kill	TRPN1 ag	Tb hexokinase	Thrombin inh	EBV gp42 block	KCC2 mod	Furin inhibitor
CCCCN(CCCC)c1nc(OC)nc(-n2nnc(C(C)=O)c2C)n1	-0.4	-7	2	-2.1	-4	5	-5	nt	-5[20 µM]
CCN(CC)CC(=O)Nc1scc2c1c(=O)oc1ccccc12	-0.1	-13	10	-1.1	-16	-5	-8	-0.85	-16
CCc1nnc(NC(=O)CSc2nc3c(C)cccc3[nH]2)s1	0.3	8	1	0.4	-2	0	-9	-0.98	-18
C/C(=N\NC(=S)NC(C)C)c1ccco1	0.2	9	17	-0.9	-14	-8	-14	0.82	-14
COc1ccccc1CN1CCCCC1C(=O)O (stereo not drawn)	0.6	11	1	0.8	4	-2	-11	-0.075	-23
Cc1cc2nc(-c3ccc(SCC(=O)N4CCN(C(=O)c5ccco5)CC4)nc3)[nH]c2cc1C	0.4	-455	65*[5 µM]	2.6	-40	0	-11	-0.069	-78[20 µM]
CC1=CC2=NC(=O)/C(=C/c3cccn3Cc3ccccc3)C(=N)N2O1	-1.6	-1	15	-2.4	-7	-5	4	-0.28	-11
COc1ccccc1NC(=S)NC1CCCCCC1	-0.2	14	-2	-1.8	1	-4	7	0.29	-14
Cc1onc(-c2c(F)cccc2Cl)c1C(=O)N=C(N)N1CC(C)OC(C)C1 (stereo not drawn)	0.5	-8	-4	0.6	14	-4	0	-0.0069	-32
Cc1ccc(NC(=S)N2CCN(CCN3C(=O)c4cccc5cccc(c45)C3=O)CC2)cc1	-0.2	19	12	-1.0	-18	2	-12	-0.67	-12
O=C(O)c1ccccc1C(=O)N1CCN(c2cccc(Cl)c2)CC1	0.1	14	17	1.1	0	-3	24	-0.44	-10[20 µM]
Cc1ccccc1-n1c(SCC(=O)Nc2ccc3c(c2)OCO3)nnc1-c1ccccn1	-0.4	10	12	-0.8	6	-1	8	0.96	18[20 µM]
COc1ccc(NC(=O)c2ccc3nccnc3c2)cc1	0.9	10	33	0.4	-10	-1	-4	0.57	-5[20 µM]
CC1Oc2ccccc2C=C1/C=C1/SC(N2CCOCC2)=NC1=O (stereo not drawn)	0.1	-64	5	0.1	-7	-10	-5	-2.1	-5[20 µM]
CN(C)CCNC(=O)c1cc(Br)ccc1Cl	0.0	2	14	-0.5	7	4	-3	0.39	-11[20 µM]
Cc1ccc(C2=NC3(CCCCC3)N=C2SCC(=O)Nc2ccc3c(c2)OCCO3)cc1	0.4	6	8	-0.3	-3	-2	-4	0.83	-13
O=C(N/N=C/C(Cl)=C/c1ccccc1)c1ccccn1	-0.2	15	45	-0.2	-43	1	-3	-1.9	0
Cc1cc(C)c(S(=O)(=O)NNC(=O)C2CCN(Cc3ccccc3)CC2)c(C)c1	1.5	-5	17	2.4	5	1	-9	nt	-22[20 µM]
CCCCCn1cnc2sc(-c3ccccc3)cc2c1=O	-0.5	10	10	-0.5	-6	2	-14	-0.81	-8
COc1ccc(S(=O)(=O)Nc2cccc(-c3ccc4nncn4n3)c2)cc1F	1.2	-16	10	0.0	-4	0	-6	nt	-11
O=[N+]([O-])c1ccc(OCCOCCOc2ccc([N+](=O)[O-])cc2)cc1	0.6	17	-8	-0.3	-6	4	-16	-0.11	-4
COCCNC(=O)[C@H](C)[C@H]1C[C@]1(C)[C@H](NC(=O)OCc1ccccc1)c1ccccc1	-0.8	19	40	0.2	3	-1	-3	-1.1	-4
C/C=C/Cn1c(SCc2ccc(Cl)cc2)nc2c1c(=O)[nH]c(=O)n2C	0.1	32	-1	-0.5	-1	-4	-3	-0.24	-30
COc1ccc(NC(=O)c2ccc(CN(c3cc(Cl)ccc3C)S(=O)(=O)c3ccccc3)cc2)cc1OC	0.9	-51	20	0.9	-4	3	-6	1.2	-19[20 µM]
C/C(=N\NC(=O)c1ccc(C)cc1C)c1ccc2c(c1)Nc1ccccc1S2	0.5	-138	10	0.1	4	-2	8	-0.16	-6

Following part.
SMILES	TRPML3 ag	m-calpain inh	PPC-1+TRAIL kill	TRPN1 ag	Tb hexokinase	Thrombin inh	EBV gp42 block	KCC2 mod	Furin inhibitor
CC(C)CC(=O)NC1(C(F)(F)F)C(=O)N(Cc2ccccc2)C2=C1C(=O)CC(C)(C)C2 (stereo not drawn)	0.0	-2	32	-0.4	-2	1	-12	0.057	-21[20 µM]
O=C1CC(c2ccc3c(c2)OCO3)C2=C(CCCC2=O)N1 (stereo not drawn)	0.8	14	1	3.0	3	-5	-1	0.13	-8
O=C(NC(=S)Nc1cccc2cccnc12)c1cccs1	-0.1	17	nt	2.0	-3	-8	-12	2.8*	-27
CCOc1ccc(NC(=O)C2CCCN(C)C2)cc1 (stereo not drawn)	0.2	11	3	0.8	-5	-3	-14	-0.8	-13
Cc1nnc2n1CCCCC2	0.8	-10	-16	0.2	-11	1	-16	0.015	-19
CCCCNC(=O)C1c2cc(OC)c(OC)cc2C(=O)N(C)C1c1ccc(OC)cc1 (stereo not drawn)	0.2	-38	-12	-0.2	3	-8	-14	0.035	-6
O=C(/C=C/c1ccccc1[N+](=O)[O-])c1ccc(F)cc1	0.3	8	19	-1.4	-2	-8	3	-0.16	-13
Cc1nn(-c2cc(N3CCNCC3)ccc2[N+](=O)[O-])c(=O)c2ccccc12	0.5	1	19	0.4	-11	-7	-22	0.17	-17[20 µM]
O=C(CCc1ccccc1)NNC(=O)C12CC3CC(CC(C3)C1)C2	-0.3	15	7	0.1	5	3	0	nt	-6[20 µM]
CCOC(=O)c1c(C)n(C)c2ccc(OC)c(NC(=O)CCN3CCC(Cc4ccccc4)CC3)c12	-0.3	8	2	-3.8	10	9	0	-0.47	4
CC(=O)Nc1sc(N/N=C/c2ccc(O)cc2)nc1-c1ccc(C)cc1	-0.3	-22	14	-0.4	-43	-5	12	-0.49	-6
CCOc1ccc(C2N(c3ccc(F)cc3)C(=O)C3CCCN32)cc1 (stereo not drawn)	-0.3	-7	26	1.2	-7	-7	-17	nt	-22
O=C(CSc1nc(-c2ccc(F)cc2)cs1)N1CCOCC1	0.8	20	17	-1.0	-6	0	-10	-1.4	-20[20 µM]
O=C(COC(=O)c1cnc(Cl)c(Cl)c1)NCc1ccco1	0.8	-94	20	-0.2	-1	-1	22	0.047	-23
C=CCn1c(C)cc(C(=O)CSc2nnc(NCc3ccccc3)s2)c1C	-1.1	9	nt	-1.4	-3	-1	-6	-2.7*	-9
CN(CC(=O)Nc1ccc(F)cc1[N+](=O)[O-])Cc1ccccc1	-0.1	-15	10	-1.3	1	2	-22	-2.2	-32
CC(NCc1ccc2c(c1)OCO2)C(=O)NC1CCCCC1 (stereo not drawn)	1.0	22	12	1.1	8	0	-9	0.024	-24
CC(C)NC(=O)C1CCCN(S(=O)(=O)c2cccs2)C1 (stereo not drawn)	0.6	26	9[5 µM]	0.3	43	-3	-2	0.61	0
CS(=O)(=O)NCCSCc1c(F)cccc1Cl	0.3	-1	32	0.3	-2	2	-11	-0.12	-14[20 µM]
Cc1ccnc(N2CCN(C(=O)CSc3nc4ccccc4nc3N3CCCCC3)CC2)c1	-0.3	-4	3	-0.5	-8	-11	-10	0.75	-20
O=C(CCSc1ccc(Cl)cc1)NN=C1CCCCCC1	0.0	-6	12	-0.4	-1	7	-18	0.5	-20
COc1cc(/C=N/NC(=O)c2cccnc2)ccc1OCC(=O)Nc1ccccc1Cl	1.6	-387	17	2.6	-2	-1	-5	-0.54	-14
CCOC(=O)c1c(C)[nH]c(=S)c(C#N)c1-c1ccc(OC)cc1	0.7	4	14	0.0	-10	3	-27	-1.5	15[20 µM]
COc1ccc(N=Nc2n(C)c3ccccc3[n+]2C)cc1	-0.1	-4	92*	-1.4	-1	-2	-11	-1.2	2
Cc1ccc(F)cc1NC(=O)N1CCN(C2c3ccccc3-c3ccccc32)CC1	0.9	8	2	2.0	-7	-6	0	-0.63	-20

5 records drawn at random from those above, as already listed:
SMILES	TRPML3 ag	m-calpain inh	PPC-1+TRAIL kill	TRPN1 ag	Tb hexokinase	Thrombin inh	EBV gp42 block	KCC2 mod	Furin inhibitor
O=C(/C=C/c1ccccc1[N+](=O)[O-])c1ccc(F)cc1	0.3	8	19	-1.4	-2	-8	3	-0.16	-13
Cc1nn(-c2cc(N3CCNCC3)ccc2[N+](=O)[O-])c(=O)c2ccccc12	0.5	1	19	0.4	-11	-7	-22	0.17	-17[20 µM]
O=C(CCSc1ccc(Cl)cc1)NN=C1CCCCCC1	0.0	-6	12	-0.4	-1	7	-18	0.5	-20
C=CCn1c(C)cc(C(=O)CSc2nnc(NCc3ccccc3)s2)c1C	-1.1	9	nt	-1.4	-3	-1	-6	-2.7*	-9
CC(NCc1ccc2c(c1)OCO2)C(=O)NC1CCCCC1 (stereo not drawn)	1.0	22	12	1.1	8	0	-9	0.024	-24

Next entries follow.
SMILES	TRPML3 ag	m-calpain inh	PPC-1+TRAIL kill	TRPN1 ag	Tb hexokinase	Thrombin inh	EBV gp42 block	KCC2 mod	Furin inhibitor
CN(C)C(=O)c1snnc1-c1ccccc1	0.7	-5	15	-0.5	23	-4	-16	0.97	-21[20 µM]
Cc1cc(Nc2ccc(F)c(Cl)c2)n2ncnc2n1	1.4	0	18	0.5	2	-4	-30	0.6	-24
Cc1nc(S(=O)(=O)c2ccc(Cl)cc2)nc2c1CCC2	-0.9	-13	-5	0.3	-5	-4	-9	0.65	4[20 µM]
CNC(=O)C1CC(=O)N(Cc2ccc3c(c2)OCO3)C(=Nc2ccc(F)cc2)S1 (stereo not drawn)	1.4	8	-2	0.1	1	-2	8	0.82	-22
CS(=O)(=O)N(CC(=O)Nc1ccc(C(N)=O)cc1)C1CCCCC1	0.4	-19	16	-0.7	-6	4	-16	0.68	-19[20 µM]
CCNc1nc(OC)nc(Oc2ccc(=O)n(-c3ccccc3)n2)n1	0.4	-12	-8	0.3	2	-8	-18	0.93	-6[20 µM]
COc1ccc(/C=N/NC(=O)c2ccn[nH]2)cc1COc1ccc([N+](=O)[O-])c(C)c1	-0.9	-23	6	-0.8	-47	0	-18	-1.1	1
CNC(=S)Nc1ccc2[nH]c(=O)[nH]c2c1	0.5	5	9	1.2	-1	-1	5	-0.11	-20
COc1ccccc1OCc1nnc(SCC(=O)NCc2ccco2)n1-c1ccccc1	-1.1	1	8	-1.7	5	-1	-33	0.2	-4[20 µM]
O=[N+]([O-])c1ccc(/C=N/Nc2nc(NCc3ccccc3)nc(N3CCOCC3)n2)cc1	-0.1	7	5	-0.3	-11	18	1	0.24	-13
C/C(=N/N1CCN(c2ccccn2)CC1)c1cccc([N+](=O)[O-])c1	0.9	-5	-19	0.9	30	2	-2	-0.79	-3
CCCCn1c(SCC2CCCCO2)nc2cc(S(N)(=O)=O)ccc21 (stereo not drawn)	0.0	-3	14	-0.5	5	0	-21	0.9	-12
O=S(=O)(NC1=NCCCCCC1)c1cccs1	0.3	-24	9	1.1	1	2	-17	1.4	-11
Cc1nc2ccccc2cc1OCc1ccccc1	1.1	10	15	2.8	-9	-7	1	-2.2	-11
CCCCC(=O)NC(=S)NNC(=O)CC#N	0.5	-13	17	-0.2	7	0	-9	nt	-23[20 µM]
O=C(NCCN1CCCC1)c1ccc2c(c1)N(Cc1ccc(F)cc1)C(=O)c1ccccc1S2=O (stereo not drawn)	-0.1	-21	6	-0.3	4	-7	-37	0.56	-16

Source: PubChem BioAssay (several laboratories)
